High-throughput results: PubChem BioAssay, National Center for Advancing Translational Sciences (NCATS)
GCN5L2 inh – inhibitors of human GCN5L2 histone acetyltransferase; Potency, µM (doses to about 58.9 µM), for the others: at the highest dose activity change, negative = inhibition, actives largely listed as inhibitors; actives 0.21% (n = 390,000); GCN5L2 HAT assay, ThioGlo1 CoA-SH fluorescence; Q92830; AID 504327
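Free CoA generated was detected with ThioGlo1 (50uM) fluorescence at Ex340nm/Em540nm, read immediately and after 20 min at room temperature. Enzyme, 20 nM in HEPES pH 7.5 buffer, saw compounds 15 min before adding 75uM H3(1-25) peptide and 70uM acetyl-CoA.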
FEN1 inhibitor – inhibitors of human flap endonuclease 1; Recombinant FEN1 flap cleavage, fluorescence, 15 min; Potency, µM (top dose mostly 114 µM), for inactives: top-dose activity change, negative = inhibition, actives largely listed as inhibitors; actives 0.35% (n = 390,000); further: nearly all actives have a fitted effect of over 65% in size
Target sequence (P39748 whole entry, looked up): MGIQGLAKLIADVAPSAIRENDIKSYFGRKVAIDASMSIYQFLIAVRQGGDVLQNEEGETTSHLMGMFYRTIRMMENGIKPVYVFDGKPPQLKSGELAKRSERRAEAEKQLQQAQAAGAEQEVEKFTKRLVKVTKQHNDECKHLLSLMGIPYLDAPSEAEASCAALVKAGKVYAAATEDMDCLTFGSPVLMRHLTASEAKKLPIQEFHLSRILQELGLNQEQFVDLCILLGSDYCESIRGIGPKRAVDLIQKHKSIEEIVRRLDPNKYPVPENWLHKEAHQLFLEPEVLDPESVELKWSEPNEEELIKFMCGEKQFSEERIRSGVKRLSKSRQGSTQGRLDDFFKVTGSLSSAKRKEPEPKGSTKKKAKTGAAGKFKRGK
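Quantitative HTS format: each compound was titrated, incubated with 10 nM nuclease for 15 min at room temperature, then challenged with flap substrate at 50 nM final. Signal change over 15 min gave concentration–effect curves.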
N370S GC – N370S glucocerebrosidase modulation, Gaucher chaperone candidate; P04062; N370S GC spleen homogenate, 4MU-glucoside fluorescence; Potency, µM (highest dose often 59.4 µM), inactives show at the highest dose activity change, negative = inhibition, hits mostly inhibitors; actives 0.092% (n = 330,000); AID 2101;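 further: 0% = full enzyme activity and -100% = no enzyme basal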
* marks the source's active call; other numbers are inactive results; ? = inconclusive; / = not tested or not shown; & = joins results of further samples; [ ] = dose if it differs, or a comment. The call rests on the fitted dose curve; in most records, active means well fitted curve in the direction sought with a large enough effect; inconclusive means small, poorly fitted or top-dose-only effect, or another doubt; inactive means no such curve, though single readings can be large; an effect the other way counts as inactive or inconclusive. Unless noted, on the % scale 0 is the no-effect control and ±100 the full control effect; potency means the concentration at half of the fitted maximal effect.

1. CCOC(=O)c1cc(-c2ccccc2)n(CCC(=O)NCCc2ccc(OC)c(OC)c2)c1C
2. Cc1cc(F)ccc1NS(=O)(=O)c1c(C)nc2scc(C)n2c1=O
3. O=C(N/N=C/c1c[nH]c2ccc(Br)cc12)C1CC1
4. CC1Cc2ccccc2N1C(=O)c1ccc2c(c1)nnn2C (stereo unspecified)
5. C=COC(=O)c1sc2nc(C)cc(C)c2c1N
6. COc1ccc(NC(=O)N2CCN(c3ccc([N+](=O)[O-])cc3)CC2)cc1OC
7. Cc1ccc(C(=O)N/C(=C\c2ccccc2)C(=O)NCCN2CCOCC2)cc1
8. COc1ccc(C2CC(c3ccccc3)Nc3ncnn32)cc1 (stereo unspecified)

screen / no. | 1 | 2 | 3 | 4 | 5 | 6 | 7 | 8
GCN5L2 inh | -3% | -7%&-9% | -22% | -1% | -2% | 1% | -5% | 0%
FEN1 inhibitor | -3% | -9%&-8% | -15% | -1% | 10% | -17% | 4% | -5%
N370S GC | / | 2% | 19% | 7% | 15% | -20% | -6% | 9%

9. Cc1ccc(-c2nc(-c3cccnc3)no2)c(C)c1
10. CN(C)c1ccc(CNC(=O)c2cc(S(=O)(=O)N3CCCC3)cn2C)cc1
11. COc1ccccc1NC(=O)c1ccc2c(c1)nnn2C
12. COc1ccc(NC(=S)N(CCc2ccc(OC)c(OC)c2)Cc2ccccn2)cc1
13. COc1cc(/C=C/C(=O)c2ccc(C)cc2)ccc1OCC#N
14. CCOc1ccc(NC(=S)Nc2cc(C)[nH]n2)cc1
15. Cc1cc(=O)oc2ccc(OCC(=O)N3CCc4ccccc43)cc12
16. COc1ccc2nc(N=NC3=C(O)CC(C)(C)CC3=O)sc2c1

screen / no. | 9 | 10 | 11 | 12 | 13 | 14 | 15 | 16
GCN5L2 inh | 1% | ? | -2% | -9% | -13% | -5% | -4% | -5%
FEN1 inhibitor | -6% | -1% | 8% | -4% | -17% | -8% | 1% | -3%
N370S GC | 12% | 8% | 0% | 5% | 1% | 12% | -9% | -15%

17. CCN1CCN(C(=O)Nc2cc(Cl)ccc2OC)CC1
18. Cc1cc(C)c(C)c(S(=O)(=O)NCC(=O)Nc2ccccc2F)c1C
19. CSc1sc(-c2nnc(SCC(=O)Nc3ccc(Cl)cc3)n2C)c2c1C=CCC2
20. NC(=O)c1ccc(NCCc2ccccc2)c([N+](=O)[O-])c1
21. O=C(c1ccc(Cl)c(Cl)c1)N1CCOCC1
22. CN(C)c1cccc(C(=O)OC(C(=O)Nc2ccc(Cl)cc2C(F)(F)F)c2ccccc2)c1 (stereo unspecified)
23. COc1ccc(-c2cc(C3C4C=CCCC4(C)C(=O)N3Cc3ccccc3)ccc2F)cc1 (stereo unspecified)
24. Cc1ccc(C)c(Cn2c(=O)n(CCC(=O)NCc3ccco3)c(=O)c3ccccc32)c1

screen / no. | 17 | 18 | 19 | 20 | 21 | 22 | 23 | 24
GCN5L2 inh | -3% | -21% | 1% | -3% | -6% | -5% | / | -3%
FEN1 inhibitor | -3% | -13% | -8% | 5% | -2% | -5% | -3% | 4%
N370S GC | 4% | -8% | -2% | 6% | -3% | 8% | -1% | 3%

25. Cc1ccc(S(=O)(=O)N2C(=O)CCC2C(=O)O/N=C(\N)c2ccccc2)cc1 (stereo unspecified)
26. CN(C)S(=O)(=O)c1ccc(NC(=O)N2CCN(c3cccc(C(F)(F)F)c3)CC2)cc1
27. O=C(CSc1ccc(Cl)cc1)Nc1ncccn1
28. Cc1ccc(NC(=O)c2sc3nc(-c4ccc(F)cc4)ccc3c2N)cc1F
29. Cc1ccc(-n2nc(-c3cccnc3)cc2C(=O)N2CCOCC2)c(C)c1
30. O=C(Nc1oc2ccc(Cl)cc2c(=O)c1-c1ccc(F)cc1)c1ccco1
31. O=C(c1cccc(COc2ccc(Cl)cc2Cl)c1)N1CCN(c2ccccn2)CC1
32. CC(=O)N1N=C2/C(=C/c3ccccc3)CCCC2C1c1ccccc1 (stereo unspecified)

screen / no. | 25 | 26 | 27 | 28 | 29 | 30 | 31 | 32
GCN5L2 inh | -6% | -4% | 2% | -5% | -8% | -8% | / | -5%
FEN1 inhibitor | -4% | -18% | 3% | -5% | -11% | -5% | -15% | 5%
N370S GC | 2% | 1% | 8% | / | -13% | 0% | 3% | -4%

33. FC(F)Oc1ccc(-c2c[n+]3c(n2-c2ccccc2)CCCCC3)cc1
34. Cc1ccc(C(=O)c2nc(C(=O)NCCO)nc3ccccc23)cc1
35. O=C(Nc1ccc(F)cc1)c1oc2ccccc2c1NC(=O)C1CCCCC1
36. Cn1c(NCC(O)c2ccccc2)nc2c1c(=O)n(Cc1ccc(Cl)cc1)c(=O)n2C (stereo unspecified)
37. O=C(NCCN1CCOCC1)c1ccc(CSc2nc3ccncc3n2Cc2ccc(F)cc2)cc1
38. CCOC(=O)c1ccc(-n2c(C)nc3c(cnn3-c3ccccc3C)c2=O)cc1
39. CCOC(=O)C1=C(COC(=O)/C=C/c2cc(OC)c(OC)c(OC)c2)NC(=O)NC1C (stereo unspecified)
40. O=C(CC12CC3CC(CC(C3)C1)C2)Nc1nncs1

screen / no. | 33 | 34 | 35 | 36 | 37 | 38 | 39 | 40
GCN5L2 inh | 1% | -1% | -8% | -4% | 0% | -7% | -4% | -5%
FEN1 inhibitor | -15% | 17% | 2% | 9% | 5% | 16% | -2% | 20%
N370S GC | -5% | / | / | ? | -13% | 0% | 3% | -2%

41. Cc1ccc2oc(-c3ccc(NC(=O)c4oc5ccc(Cl)cc5c4C)cc3)nc2c1
42. Cc1cc(-c2cccc(Br)c2)c(C#N)c(N)n1
43. C=C1CC[C@H](O)C/C1=C/C=C1\CCC[C@]2(C)[C@H]1CC[C@H]2[C@@H](C)CCCC(C)C
44. COc1cc(OC)c(NC(=O)c2ccco2)cc1Cl
45. CCN(CC)C(=O)C(C)OC(=O)COc1ccc(Cl)cc1Cl (stereo unspecified)
46. CCN1CCN(C(=O)c2cn(CCOC)c(=O)c3c2c2ccccc2n3C)CC1
47. COc1ccc(CCn2c(C)c(C(C)=O)c3cc(OC(=O)c4ccco4)ccc32)cc1OC
48. N=C1c2ccccc2CN1NC(=O)CC12CC3CC(CC(C3)C1)C2

screen / no. | 41 | 42 | 43 | 44 | 45 | 46 | 47 | 48
GCN5L2 inh | 2% | 0% | 10%[21.4 µM] | -5% | 0% | -28% | 0% | -2%
FEN1 inhibitor | -15% | 4% | / | 4% | -3% | -15% | 6% | 17%
N370S GC | / | 7% | 8%[21.6 µM] | -6% | 5% | 23% | 22% | 3%

49. CCCCCCCC/C=C\CCCCCCCC(=O)OC[C@H](CO)OC(C)=O
50. CCOc1ccc(S(=O)(=O)N2CCN(C(=S)NCc3ccco3)CC2)cc1
51. CC(C)c1ccc(S(=O)(=O)N2CCN(C(C)C(=O)N3CCCC3)CC2)cc1 (stereo unspecified)
52. CCCCCOc1ccc(C(=O)N(Cc2ccco2)C2CCS(=O)(=O)C2)cc1 (stereo unspecified)
53. Nc1cc(C(=O)O)ccc1Nc1ccc(F)c(F)c1
54. O=C(CN1C(=O)COc2ccc(Cl)cc21)Nc1ccccn1
55. Cc1cccc(-c2nc3c4ccccc4nc(NCCc4ccccc4)n3n2)c1
56. CCC(NS(=O)(=O)c1ccc2c(c1)Cc1cc(S(=O)(=O)NC(CC)C(=O)O)ccc1-2)C(=O)O (stereo unspecified)

screen / no. | 49 | 50 | 51 | 52 | 53 | 54 | 55 | 56
GCN5L2 inh | -5% | -1% | -2% | -13% | -20% | 0% | -3% | -14%
FEN1 inhibitor | / | -7% | 0% | 2% | -6% | -1% | 4% | 18%
N370S GC | 1%&2% | -5% | / | -11% | -4% | -6% | / | -11%

57. Cc1ccc(S(=O)(=O)NC2=C(N3CCN(Cc4ccccc4)CC3)C(=O)c3ccccc3C2=O)cc1
58. O=S(=O)(Cc1ccccc1)NCC1CCCO1 (stereo unspecified)
59. CC(C)c1ccc(NC(=O)C2CCCN(S(=O)(=O)c3ccc4[nH]c(=O)oc4c3)C2)cc1 (stereo unspecified)
60. Cc1cc(C)c(C)c(S(=O)(=O)N2CCC(C(=O)Nc3ccncc3)CC2)c1C
61. Cc1cccc(NC(=O)CSc2nnc(-c3ccncc3)n2CC2CCCO2)c1 (stereo unspecified)
62. COC(=O)NC1CCC(NC(=O)OC)CC1 (stereo unspecified)
63. C/C(=N\NC(=O)C1CC1c1ccccc1)c1cccs1 (stereo unspecified)
64. O=C(OC1CCOC1=O)c1ccc(S(=O)(=O)N2CCCCCC2)cc1 (stereo unspecified)

screen / no. | 57 | 58 | 59 | 60 | 61 | 62 | 63 | 64
GCN5L2 inh | -6% | -2% | -2% | -2% | -5% | 0% | -9% | -1%
FEN1 inhibitor | 4% | -1% | 14% | -21% | -4% | -8% | -8% | -10%
N370S GC | -1% | -10% | / | ? | -3% | 0% | / | -7%

65. CCN(CC(=O)NCC(=O)Nc1cccc(C)c1C)Cc1ccccc1
66. CCCN(CC(=O)Nc1ccccc1OC)C(=O)c1ccc(COc2ccccc2)o1
67. CC(=O)/C(=N\Nc1ccc(Cl)cc1Cl)Sc1cccc2cccnc12
68. Cc1cc2oc(C(=O)Nc3nonc3C)c(C)c2cc1Cl
69. CCCc1cc(=O)[nH]c(SCc2nc(-c3ccc(OC)cc3)no2)n1
70. CC(C)N1CCN(Cc2cccc3nonc23)CC1CCO (stereo unspecified)
71. CCOC(=O)CCCCC(=O)c1[nH]c(=O)[nH]c1CSCCO
72. CCN(CC)C(=O)Cn1nc(C)c2ccccc2c1=O

screen / no. | 65 | 66 | 67 | 68 | 69 | 70 | 71 | 72
GCN5L2 inh | -11% | 1% | 0% | -6% | -14% | -7% | -8% | -2%
FEN1 inhibitor | -20% | -18% | 7% | 10% | 2% | -10% | 7% | 49%[activator]
N370S GC | 0% | / | 5% | -3% | / | 8% | 0% | -2%

73. CCc1nnc(NS(=O)(=O)c2ccc(NC(=S)Nc3ccc(F)cc3)cc2)s1
74. O=C(CNC(=O)c1ccc(Cl)c([N+](=O)[O-])c1)NCC1CCCO1 (stereo unspecified)
75. Cc1n[nH]c(=S)n1/N=C/c1c(O)ccc2ccccc12
76. CSCC(=O)N1CCCC(CNC(=O)c2ccc(-c3ccccc3)cc2)C1 (stereo unspecified)
77. NS(=O)(=O)c1ccc(CCNS(=O)(=O)c2ccc3c(c2)NC(=O)CO3)cc1
78. COc1cc(CNCCSc2nnnn2C)ccc1OCc1ccccc1
79. O=C(c1ccc(NS(=O)(=O)c2ccccc2)cc1)N1CCN(c2ccccc2)CC1
80. COc1ccc(C(=O)O/N=C2\CCCc3nonc32)cc1

screen / no. | 73 | 74 | 75 | 76 | 77 | 78 | 79 | 80
GCN5L2 inh | 1% | -3% | -8% | 10% | 0% | -4% | -4% | -9%
FEN1 inhibitor | 5% | -13% | -7% | 3% | -11% | -7% | 2% | 9%
N370S GC | 3% | -4% | -19% | 8% | 3% | / | / | -5%

Exported with bars between the fields: entries from further up.
# | Structure | GCN5L2 inh | FEN1 inhibitor | N370S GC
78 | COc1cc(CNCCSc2nnnn2C)ccc1OCc1ccccc1 | -4% | -7% | /
75 | Cc1n[nH]c(=S)n1/N=C/c1c(O)ccc2ccccc12 | -8% | -7% | -19%

Gathered by group: the entries above with a furan ring, fused or not (ten)
24. Cc1ccc(C)c(Cn2c(=O)n(CCC(=O)NCc3ccco3)c(=O)c3ccccc32)c1
30. O=C(Nc1oc2ccc(Cl)cc2c(=O)c1-c1ccc(F)cc1)c1ccco1
35. O=C(Nc1ccc(F)cc1)c1oc2ccccc2c1NC(=O)C1CCCCC1
41. Cc1ccc2oc(-c3ccc(NC(=O)c4oc5ccc(Cl)cc5c4C)cc3)nc2c1
44. COc1cc(OC)c(NC(=O)c2ccco2)cc1Cl
47. COc1ccc(CCn2c(C)c(C(C)=O)c3cc(OC(=O)c4ccco4)ccc32)cc1OC
50. CCOc1ccc(S(=O)(=O)N2CCN(C(=S)NCc3ccco3)CC2)cc1
52. CCCCCOc1ccc(C(=O)N(Cc2ccco2)C2CCS(=O)(=O)C2)cc1 (stereo unspecified)
66. CCCN(CC(=O)Nc1ccccc1OC)C(=O)c1ccc(COc2ccccc2)o1
68. Cc1cc2oc(C(=O)Nc3nonc3C)c(C)c2cc1Cl

screen / no. | 24 | 30 | 35 | 41 | 44 | 47 | 50 | 52 | 66 | 68
GCN5L2 inh | -3% | -8% | -8% | 2% | -5% | 0% | -1% | -13% | 1% | -6%
FEN1 inhibitor | 4% | -5% | 2% | -15% | 4% | 6% | -7% | 2% | -18% | 10%
N370S GC | 3% | 0% | / | / | -6% | 22% | -5% | -11% | / | -3%

Some of the compounds tested, so the mix of outcomes need not match the whole.
